# Assay outcomes from PubChem.
# PME-1 inh: blocks human protein phosphatase methylesterase 1 | actives 0.53% (n = 320,000) | inhibition, % at 5.9 µM | recombinant PME-1, FP-Rh probe fluorescence polarization | Q9Y570;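 active = inhibition above the campaign mean of all compounds plus 3 SD, cut at about 26% in these data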;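 note: competitive labeling of PME-1 active site by serine hydrolase directed probe; 0% = PME-1 with DMSO and 100% = wells lacking PME-1 enzyme; inhibitors block probe labeling so polarization falls and inhibition rises; many of its hits are not listed in these tables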
# LYPLA2 inh: counter-screen for PME1 inhibitors: inhibitors of human LYPLA2 | O95372 | recombinant LYPLA2, FP-Rh probe fluorescence polarization | inhibition, % at 5.9 µM | actives 0.38% (n = 320,000) | AID 2177;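 active = inhibition above the screen-wide mean plus 3 SD, limit set per campaign, cut at about 26% in these data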;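 note: 0% = LYPLA2 with DMSO and 100% = wells lacking LYPLA2 enzyme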
# Target sequence (O95372 whole entry, looked up): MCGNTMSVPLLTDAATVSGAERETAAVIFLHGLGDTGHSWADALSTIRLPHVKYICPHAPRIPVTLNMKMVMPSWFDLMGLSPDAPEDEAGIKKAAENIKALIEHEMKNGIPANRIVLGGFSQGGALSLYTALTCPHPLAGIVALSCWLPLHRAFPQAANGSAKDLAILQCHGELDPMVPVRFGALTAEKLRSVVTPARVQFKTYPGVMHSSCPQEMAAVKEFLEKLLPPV
# PREPL inh: human PREPL enzyme inhibition; inhibition, % at 5.96 µM; recombinant PREPL, fluorescence polarization activity-based probe; Q4J6C6; AID 2751; actives 0.68% (n = 320,000); in the data active = inhibition above about 43%;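 note: 0% = enzyme with DMSO and 100% = wells lacking enzyme; many of its hits are not listed in these tables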
# pPAFAH inh: inhibitors of human plasma PAF acetylhydrolase (pPAFAH); actives 1.5% (n = 330,000); inhibition, % at 3.39 µM; recombinant pPAFAH, FP-rhodamine probe fluorescence polarization; Q13093; AID 463082;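 active = inhibition above the mean inhibition across the screen plus 3 SD, cut at about 25% in these data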;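 note: inhibitors block binding of the rhodamine activity-based probe so polarization drops; 0% = enzyme with DMSO and 100% = wells lacking pPAFAH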
# PAD4 inh: inhibitors of human PAD4; recombinant PAD4, RCA probe fluorescence polarization; inhibition, % at 6.36 µM; AID 485272; Q9UM07; actives 0.41% (n = 330,000);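 active = percent inhibition above a cutoff equal to the mean of all tested compounds plus 3 SD, cut at about 15% in these data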;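 note: 0% = PAD4 with RCA probe and DMSO and 100% = probe without PAD4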
# Target sequence (Q9UM07 whole entry, looked up): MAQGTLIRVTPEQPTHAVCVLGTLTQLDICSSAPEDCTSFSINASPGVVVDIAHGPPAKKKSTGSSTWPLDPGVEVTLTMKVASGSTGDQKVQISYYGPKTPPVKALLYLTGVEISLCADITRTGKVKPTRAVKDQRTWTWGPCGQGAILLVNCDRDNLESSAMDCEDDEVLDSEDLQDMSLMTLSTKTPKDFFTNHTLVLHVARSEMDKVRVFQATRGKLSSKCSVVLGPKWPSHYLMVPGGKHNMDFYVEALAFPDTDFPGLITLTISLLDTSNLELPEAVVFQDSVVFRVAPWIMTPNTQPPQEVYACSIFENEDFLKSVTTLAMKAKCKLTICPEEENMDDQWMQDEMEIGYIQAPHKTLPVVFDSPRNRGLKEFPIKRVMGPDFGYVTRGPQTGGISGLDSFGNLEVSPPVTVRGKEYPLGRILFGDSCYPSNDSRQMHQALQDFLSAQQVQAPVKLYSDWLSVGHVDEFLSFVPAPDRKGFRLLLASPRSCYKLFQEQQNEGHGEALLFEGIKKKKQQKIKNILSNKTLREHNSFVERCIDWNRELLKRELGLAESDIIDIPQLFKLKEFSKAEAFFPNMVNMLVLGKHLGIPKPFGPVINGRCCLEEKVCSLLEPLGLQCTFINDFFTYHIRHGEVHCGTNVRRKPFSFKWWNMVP
# PAFAH1B2 FP inh: inhibitors of human PAFAH1B2. AID 492953. inhibition, % at 3.39 µM. recombinant PAFAH1B2, FP-rhodamine activity probe, fluorescence polarization. P68402. actives 1.2% (n = 340,000);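 active = inhibition above the mean of all tested compounds plus 3 SD, cut at about 24% in these data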;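 note: 0% = enzyme with DMSO and 100% = wells lacking PAFAH1B2; many of its hits are not listed in these tables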
# GSTO1 inh: blocks human GSTO1 in RBBP9 counter-screen; P78417; recombinant GSTO1, activity-based probe fluorescence polarization; inhibition, % at 5.96 µM; actives 1.1% (n = 300,000);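 active = inhibition above the campaign mean inhibition plus 3 SD, cut at about 35% in these data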;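 note: 0% = GSTO1-1 with DMSO and 100% = wells lacking GSTO1-1 enzyme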
# LYPLA1 counter: blocks human lysophospholipase 1, a PME1 counter-screen | inhibition, % at 5.9 µM | recombinant LYPLA1, FP-Rh probe fluorescence polarization | actives 0.16% (n = 320,000);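 active = inhibition above the mean of all tested compounds plus 3 SD, set per campaign, cut at about 14% in these data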;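 note: inhibitors block serine hydrolase probe labeling of LYPLA1 so polarization falls; 0% = enzyme with DMSO and 100% = wells lacking LYPLA1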
# PAFAH1B3 inh: blocks human PAF acetylhydrolase 1B catalytic subunit 3 | Q15102 | recombinant PAFAH1B3, FP-rhodamine probe, fluorescence polarization | inhibition, % at 3.39 µM | actives 0.28% (n = 340,000) | AID 492972;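 active = inhibition above the screen-wide average of all tested compounds plus 3 SD, cut at about 25% in these data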;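 note: 0% = enzyme with DMSO only and 100% = wells lacking PAFAH1B3 protein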
# * hit, by the source's call; nt = no result given. A portion of the library. The share of hits here may be higher or lower than overall.
SMILES,PME-1 inh,LYPLA2 inh,PREPL inh,pPAFAH inh,PAD4 inh,PAFAH1B2 FP inh,GSTO1 inh,LYPLA1 counter,PAFAH1B3 inh
CCOC(=O)C1CCCN(C(=O)CN2C(=O)C(CC)Oc3ccc(C)cc32)C1 (configuration not stated),2,5,8,2,4,-1,8,4,-2
COc1cc(C(Nc2ccc(S(=O)(=O)N3CCC(C)CC3)cc2)C(=O)NCC2CCCO2)cc(OC)c1OC (configuration not stated),-5,6,-14,6,-4,25*,5,0,2
CCOc1ccccc1NC(=O)N1CCC(n2nnc3cc(C)ccc32)CC1,4,6,6,1,2,2,0,2,1
COc1cccc(-c2csc(N3CCN(CC(=O)NNC(=O)c4ccc(Br)cc4)CC3)n2)c1,-12,0,39,3,-2,0,-4,-4,-2
CCC(Oc1ccccc1)C(=O)N1CCN(C(=O)C(CC)Oc2ccccc2)CC1 (configuration not stated),1,12,5,3,-2,6,3,4,6
Cc1ccc(C)c(NC(=O)Cc2nc(CNCC(C)C)cs2)c1,-3,19,9,3,3,6,9,3,7
CC(=O)N1CCN(S(=O)(=O)c2cccc(C(=O)Nc3nc4c(s3)CCCC4)c2)CC1,-7,-1,3,6,1,-7,5,-2,0
COC(=O)[C@H](Cc1ccccc1)NC(=O)Nc1ccc(S(N)(=O)=O)cc1,9,3,2,2,7,-4,7,-3,-1
CCCCC(=O)Nc1ccc(NC(=S)NC(=O)CC(C)C)cc1OC,7,16,0,9,-1,5,0,-2,8
Cc1cc(NC(=O)C(=O)NCc2cccc(Cl)c2)no1,4,-5,4,3,-3,4,-15,0,2
CCN(CC)S(=O)(=O)c1ccc(C(C)NC(=O)Cc2c[nH]c3ccccc23)cc1 (configuration not stated),6,3,-9,-1,8,-1,-1,2,1
O=C(NCc1ccncc1)C(=O)NCc1ccco1,-2,-7,-1,4,0,-1,9,-4,6
C=C1C(=O)[C@@]23[C@H](O)C[C@@H]4C(C)(C)CC[C@H](O)[C@@]4(C)[C@@H]2CC[C@@H]1[C@H]3O,0,-1,3,4,-3,86*,3,-2,11
Cc1cccc(-c2n[nH]c(=S)n2/N=C/c2ccco2)c1,-4,-2,16,0,-2,8,2,3,-2
Cc1c(C(=O)N2CCCC(C(F)(F)F)C2)oc2ccccc12 (configuration not stated),4,-2,0,5,-6,5,nt,-4,8
CC[C@@H]1C=C(C(=O)O)[C@H](c2ccc(Cl)c(Cl)c2)N1S(=O)(=O)c1ccc(C)cc1,nt,nt,22,4,5,22,nt,nt,3
Cc1ccc(-n2[nH]c(C)c(/C=N/NC(=O)c3ccc(O)cc3O)c2=O)cc1,14,3,-1,13,-3,14,0,-4,27*
O=C(OCC(=O)c1cccs1)C1=COCCO1,5,0,-2,0,-3,0,0,-3,-6
C=CCn1c(SCC(=O)NC2CC2)nnc1-c1ccccn1,-1,1,-2,1,-3,2,2,1,4
CCOC(=O)CNC(=O)C1CCCc2c1[nH]c1ccc(Cl)cc21 (configuration not stated),0,-1,10,6,-2,1,0,2,4

# Arranged by value in PAFAH1B2 FP inh (smallest number first): some entries from above.
SMILES | PAFAH1B2 FP inh
CCOc1ccccc1NC(=O)N1CCC(n2nnc3cc(C)ccc32)CC1 | 2
Cc1cc(NC(=O)C(=O)NCc2cccc(Cl)c2)no1 | 4
Cc1c(C(=O)N2CCCC(C(F)(F)F)C2)oc2ccccc12 (configuration not stated) | 5

# The listing picks up; the two compounds before the break are reprinted first.
SMILES,PME-1 inh,LYPLA2 inh,PREPL inh,pPAFAH inh,PAD4 inh,PAFAH1B2 FP inh,GSTO1 inh,LYPLA1 counter,PAFAH1B3 inh
C=CCn1c(SCC(=O)NC2CC2)nnc1-c1ccccn1,-1,1,-2,1,-3,2,2,1,4
CCOC(=O)CNC(=O)C1CCCc2c1[nH]c1ccc(Cl)cc21 (configuration not stated),0,-1,10,6,-2,1,0,2,4
Cc1cn([C@H]2C[C@H](N=[N+]=[N-])[C@@H](CO)O2)c(=O)[nH]c1=O,-3,6,1,4,1,1,-4,-2,13
CC(C)Cn1cc(F)c(=O)n(CC(C)C)c1=O,-2,-11,12,-3,-4,4,2,-1,6
N#Cc1cc2c(nc1SCc1cccnc1)CCCC2,3,6,-5,8,-4,3,0,1,5
C=CCN1C(=O)/C(=C2\SC(N3CCOCC3)=NC2=O)c2cc(Br)ccc21,-3,2,-5,1,1,-2,2,-4,0
O=C(NCc1ccccn1)C1CC(c2ccc(Cl)c(Cl)c2)=NO1 (configuration not stated),-4,9,6,2,-3,0,0,1,7
O=S(=O)(c1ccc2oc(=S)[nH]c2c1)N1CCCCC1,0,2,1,6,-4,6,8,-4,-5
Cc1cccc(CN2CCN(C(c3ccccc3)c3ccc(Cl)cc3)CC2)c1 (configuration not stated),-2,-5,-12,-1,-2,-3,7,-2,11
CCS(=O)(=O)c1ccc(O)c(N2C(=O)C3C4C=CC(C4)C3C2=O)c1 (configuration not stated),-3,-1,11,-3,-3,5,-2,-1,5
Cc1noc(C)c1C(=O)Nc1nc(-c2ccccc2Cl)cs1,-5,2,4,7,-6,0,-1,-3,1
COc1ccc(C(C(=O)NCC2CCCO2)N(C(=O)CNC(=O)c2cccs2)c2ccc(C(C)=O)cc2)cc1OC (configuration not stated),-3,2,-3,1,5,2,6,0,-1
N#CCCn1c(SCC(=O)NCc2ccco2)nc2ccccc21,2,3,-1,7,-3,3,8,2,1
Nc1ccc(N2CCN(c3ccccc3)CC2)c(F)c1,-8,-2,7,3,-2,7,4,1,13
C=CCSC1=C(C#N)C(c2ccccc2)CC(=O)N1 (configuration not stated),-6,-6,15,-4,-4,2,11,-2,7
COC(=O)CSc1nc2ccc(NC(=O)c3ccccc3C(=O)N3CCOCC3)cc2s1,1,-2,-3,9,-2,1,2,3,0
O=C(C1CCCCN1S(=O)(=O)c1ccccc1)N1CCCCC1 (configuration not stated),-5,-1,0,-2,5,1,3,1,7
CCc1ccccc1NC(=O)c1cccc(Oc2ccc([N+](=O)[O-])cc2Cl)c1,-9,0,18,7,4,3,-1,-8,1
CCN(CC)c1ccc(NC(=O)COC(=O)c2cccs2)cc1,5,3,3,12,-1,6,1,3,9
N#Cc1c(NC(=O)CN2CCN(S(=O)(=O)c3ccc4c(c3)OCCO4)CC2)sc2c1CCC2,0,-2,-4,-2,-3,-2,0,-3,-16
CCOc1cc(CNc2ccc(S(N)(=O)=O)cc2)cc(Cl)c1OC,1,8,-5,7,-4,-2,-2,4,-1
CC(=O)c1cc(F)c(N2CCCC2)cc1C,-10,-1,-9,0,-2,-1,-2,3,1
O=C(NCc1csc(-c2cccs2)n1)Nc1ccc(C(F)(F)F)cc1,-26,-20,-4,-11,1,nt,0,-9,nt
O=C(Nc1ccccc1)O/N=C(\c1ccccc1)c1ccccn1,2,1,8,2,4,-4,2,0,-5
Cc1nn(CC(=O)Nc2c(F)cc(F)cc2Br)c(=O)c2cccn12,-4,2,16,6,-1,-3,6,-1,5
O=C(NC1CCCC1)C(c1ccc(Cl)cc1)N1CCOCC1 (configuration not stated),2,2,-1,-1,0,0,6,-3,-1
NC(=S)Nc1ccc2cn[nH]c2c1,6,2,-6,-2,-1,2,7,-1,11
NC(=O)CN1C(=O)C(=O)N(Cc2cccc(Cl)c2)C1=O,-1,-4,-1,0,-1,4,3,2,-1
O=C(/C=C/c1ccco1)NCc1ccc(F)cc1,1,0,-1,4,-6,6,0,-1,0
CCC(C(=O)OC(C)C(=O)Nc1ccc(Cl)cn1)c1ccccc1 (configuration not stated),-2,-1,-8,3,0,12,1,0,6
COc1ccc2nc(NC(=O)c3cccc(N4C(=O)CCC4=O)c3)sc2c1,-10,0,18,-1,9,1,nt,-1,7
O=C(O)c1cccc(NC(=S)NC(=O)C(c2ccccc2)c2ccccc2)c1,-2,-5,-32,0,1,15,3,-1,4
COc1ccc(NC(=O)COC(=O)Cc2ccc(Br)cc2)cc1,-3,-2,4,29*,-5,4,9,-1,17
CCC(OCC(O)CN1CCCCC1)c1ccccc1 (configuration not stated),-7,4,-11,3,3,4,-2,-1,16
CCOC(=O)C1CCN(C(=O)CSc2nc(N)cc(=O)[nH]2)CC1,1,-4,-8,-4,0,1,2,-2,5
Cc1ccc(C(=O)Nc2cc3[nH]c(=O)oc3cc2C)cc1,1,4,11,4,3,1,11,0,5
CN(Cc1ccccc1)C(=O)COC(=O)c1cc2ccccc2oc1=O,nt,nt,10,-1,4,3,nt,nt,13
CCCCCCCc1nc2c(=O)n(C)c3ccccc3c2o1,-2,8,5,31*,-1,1,8,6,4
O=C(NC1CCCC1)C1CCCN(S(=O)(=O)c2cccc3cccnc23)C1 (configuration not stated),7,-2,18,1,-5,3,2,-1,6
CCOc1cc(NC(=O)C(C)C)c(OCC)cc1NC(=O)Nc1ccccc1,0,1,8,2,0,0,9,2,7
O=C(O)CCCC(=O)Nc1ccc(Sc2ccc([N+](=O)[O-])cc2)cc1,3,13,2,13,-1,16,-2,7,1
Cc1ccccc1OCC(=O)N=Nc1c(O)n(C)c2ccccc12,1,1,17,5,-4,2,-3,6,5
CC(=C/c1ccco1)/C=N/NC(=O)c1ccncc1,-7,-3,-4,-3,3,nt,-13,-3,nt
CC(C)OCCCNC(=O)C1CC(=O)N(CCc2ccccc2)C1 (configuration not stated),-4,2,6,-2,-5,3,5,-2,8
O=C(COC(=O)c1cc(F)cc(F)c1)NCCCc1ccccc1,2,5,-29,13,-7,9,3,1,10
CNC(=O)COc1ccc(C=O)cc1OC,-2,-8,7,-6,-5,-2,-3,0,8
Cc1cccc(S(=O)(=O)Nc2ccc(-c3cn4ccccc4n3)cc2)c1,-2,0,-6,35*,-2,2,-5,2,2
COc1ccccc1C(=O)N(CCC1CCCN1C)c1nc2ccccc2s1 (configuration not stated),16,3,-37,2,0,1,-4,-2,12
Nc1nnc(CCS(=O)(=O)c2cc(Cl)ccc2Cl)s1,8,-5,11,-1,-3,5,-2,-6,1
Cc1noc(C)c1S(=O)(=O)NC1CCCc2ccccc21 (configuration not stated),8,2,-6,0,-2,-1,-1,1,1
COC(=O)c1cn(CC(=O)N2CCCCC2C)c2ccccc12 (configuration not stated),7,2,3,2,0,3,7,0,0
CC1(C)C2CCC1(C)C(NCC(O)COc1ccc(C#N)cc1)C2 (configuration not stated),3,4,9,4,0,6,-12,-1,12
CCn1c(C)nc2cc(C(=O)NNC(=O)c3ccc(C)cc3)ccc21,2,0,8,3,-9,3,nt,0,-6
CC(Nc1ncnc2ccccc12)c1ccccc1 (configuration not stated),0,-1,-4,2,2,1,-3,-2,3
COc1ccc(C(=O)COC(=O)c2cnc(C)cn2)c(OC)c1,-3,0,3,7,4,3,4,1,8
CCN(CC(=O)Nc1c(F)cccc1F)C(=O)CCc1nc2cc(S(=O)(=O)N(C)C)ccc2n1CC,16,-4,9,2,-1,-1,2,0,5
COc1cccc(-n2nc(C(N)=O)c(O)cc2=O)c1,-1,-9,-1,-3,-1,6,4,-1,-1
CCc1ccc(N2CCN(C(=O)c3ccc4c(c3)OCO4)CC2)cc1,3,22,10,3,4,-1,3,1,-1
O=C1C2C(c3ccccc3)C=CC(c3ccccc3)C2C(=O)N1CCO (configuration not stated),0,-8,2,-6,1,-3,3,1,6
CCCCC(=O)N(CCOC)c1nnc(-c2cccnc2)s1,5,6,17,5,-10,9,-2,2,13
COc1cccc(CNc2nc(-c3cccnc3)nc3ccccc23)c1,-4,-3,-7,0,-6,-1,-13,-9,6
